# Compound activity: PubChem BioAssay, several laboratories
# Bcl-xL primary – inhibitors of human Bcl-xL | inhibition, % at 10.9 µM | Q07817 | 320,000 compounds, 0.7% hits | GST-Bcl-xL / FITC-Bim BH3 peptide fluorescence polarization;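 active = inhibition above the mean of all tested compounds plus 3 SD, cutoff set per campaign, cut at about 30% in these data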;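 also: 0% = DMSO wells and 100% = unlabeled Bim-BH3 peptide competitor; inhibitors lower millipolarization by displacing the labeled peptide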
# Target sequence (Q07817 whole entry, looked up): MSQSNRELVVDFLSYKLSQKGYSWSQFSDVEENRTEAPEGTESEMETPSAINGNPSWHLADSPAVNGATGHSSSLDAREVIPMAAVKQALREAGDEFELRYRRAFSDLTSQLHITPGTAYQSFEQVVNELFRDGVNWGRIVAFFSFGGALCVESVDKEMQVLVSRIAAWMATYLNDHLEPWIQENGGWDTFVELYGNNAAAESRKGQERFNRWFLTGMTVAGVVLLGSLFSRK
# GLD-1 TGE inh – GLD-1-TGE RNA interaction inhibition (C. elegans); Q17339; purified GLD-1 + fluorescein TGE RNA, fluorescence polarization; inhibition, % at 5.96 µM; 320,000 compounds, 0.44% hits; AID 2280;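 active = percent inhibition above a per-plate cutoff, the plate mean of test compounds plus 3 SD, cut at about 30% in these data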;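 also: 0% = DMSO wells with GLD-1 and probe and 100% = wells lacking GLD-1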
# MCL1 BIM primary – disrupts human MCL1 binding to BIM-BH3 peptide; Q07820; GST-MCL1 / FITC-Bim-BH3 fluorescence polarization; inhibition, % at 10.9 µM; 320,000 compounds, 0.68% hits; AID 2057;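 active = inhibition above the mean inhibition of all tested compounds plus 3 SD, set per campaign, cut at about 40% in these data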;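 also: 0% = DMSO wells and 100% = unlabeled Bim-BH3 peptide control; higher means more loss of mP so more displacement of Bim peptide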
# Target sequence (Q07820 whole entry, looked up): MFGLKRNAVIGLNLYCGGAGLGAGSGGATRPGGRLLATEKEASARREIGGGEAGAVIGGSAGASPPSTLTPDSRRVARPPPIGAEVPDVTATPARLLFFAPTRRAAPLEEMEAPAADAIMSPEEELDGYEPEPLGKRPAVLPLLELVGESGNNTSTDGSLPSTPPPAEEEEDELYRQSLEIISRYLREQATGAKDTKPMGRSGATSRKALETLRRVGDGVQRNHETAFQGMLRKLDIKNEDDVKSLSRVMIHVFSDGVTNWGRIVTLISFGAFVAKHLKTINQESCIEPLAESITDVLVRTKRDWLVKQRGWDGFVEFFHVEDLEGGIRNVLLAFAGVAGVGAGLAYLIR
# VLA-4 inh – inhibition in a human VLA-4 binding assay; VLA-4 expressing cells, ligand binding flow cytometry; inhibition, % (about 7 µM as worked out from the volumes in the protocol); 330,000 compounds, 0.2% hits; P13612; AID 2557; in the data active = inhibition above about 50%
# Efflux pump mplx – inhibitors of Candida antifungal efflux pumps expressed in yeast. S. cerevisiae Candida pump triplex, Nile Red efflux. AID 485275. 330,000 compounds, 0.44% hits. inhibition, % at 10 µM;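 active = plate passing quality check with inhibition over a set limit, or well fluorescence over plate mean plus 4 SD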;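 also: Nile Red retained in pooled yeast measured as flow cytometry median fluorescence; 0% = buffer negative control and 100% = Enniatin B positive control; higher means more Nile Red kept so more efflux inhibition; some compounds called inactive have numbers as strong as hits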
# Fam108B inh – Fam108B inhibition, counter-screen for RBBP9 inhibitors; recombinant Fam108B, FP-Rh probe fluorescence polarization; 300,000 compounds, 0.33% hits; inhibition, % at 9.51 µM;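 active = inhibition above the screen mean inhibition plus 3 SD, computed separately per campaign, cut at about 18% in these data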;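 also: inhibitors lower polarization as less probe binds the enzyme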
# MEX-5 binding – C. elegans MEX-5 TCR-2 RNA binding activity. Q9XUB2. MEX-5/FITC-TCR2 RNA binding, fluorescence polarization; stronger effect = lower value. activity score (negative = inhibition of binding), % at 10 µM. 300,000 compounds, 0.38% hits;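 active = inhibition past about -25% in most replicates, and total fluorescence under double the plate's negative control median, limit read from the data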;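 also: 0% = DMSO and -100% = 5 µM competing unlabeled TCR2 RNA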
# GRK2 inh – inhibitors of human GRK2 displacing RNA aptamer; P25098; bead flow cytometry, FAM-aptamer displacement from GRK2; inhibition of aptamer binding, % at 10 µM; 330,000 compounds, 0.59% hits; AID 488847;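 active = inhibition of aptamer binding above 40%, roughly 3 SD of noise, on plates passing a quality check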;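 also: median bead fluorescence of bound FAM aptamer so fluorescent compounds give negative values; no value below 0 was filed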
# PME-1 inh – blocks human protein phosphatase methylesterase 1 | inhibition, % at 5.9 µM | 320,000 compounds, 0.53% hits | recombinant PME-1, FP-Rh probe fluorescence polarization | Q9Y570;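 active = inhibition above the campaign mean of all compounds plus 3 SD, cut at about 26% in these data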;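 also: competitive labeling of PME-1 active site by serine hydrolase directed probe; 0% = PME-1 with DMSO and 100% = wells lacking PME-1 enzyme; inhibitors block probe labeling so polarization falls and inhibition rises; many of its hits are not listed in these tables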
# Target sequence (Q9Y570 whole entry, looked up): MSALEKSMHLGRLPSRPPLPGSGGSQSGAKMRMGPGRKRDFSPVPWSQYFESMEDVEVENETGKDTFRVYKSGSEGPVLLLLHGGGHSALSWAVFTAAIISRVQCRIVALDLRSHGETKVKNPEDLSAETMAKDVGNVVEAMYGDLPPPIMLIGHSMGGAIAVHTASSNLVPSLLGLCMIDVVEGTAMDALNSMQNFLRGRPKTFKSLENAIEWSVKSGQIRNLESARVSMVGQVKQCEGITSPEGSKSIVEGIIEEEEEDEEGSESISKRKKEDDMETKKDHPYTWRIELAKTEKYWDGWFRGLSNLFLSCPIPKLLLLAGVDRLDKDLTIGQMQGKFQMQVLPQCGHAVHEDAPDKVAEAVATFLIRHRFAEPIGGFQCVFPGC
# The depositor's hits bear a star; / = not tested or not shown; & = joins results of further samples. These rows are one share of the data. The share of hits here may be higher or lower than overall.
SMILES,Bcl-xL primary,GLD-1 TGE inh,MCL1 BIM primary,VLA-4 inh,Efflux pump mplx,Fam108B inh,MEX-5 binding,GRK2 inh,PME-1 inh
Cc1nn(C)c(Cl)c1/C=C/C(=O)O,5,9,4,3,-0.1,5,-0.6,2,-8
Oc1ccc(NC(=S)Nc2ccccc2)cc1,2&-1,6&-2,11&5,12&49,0.4&-0.1,-2&3,-0.7&-2.8,0&0,0&-6
O=C(c1ccccc1-c1nc2ccccc2[nH]1)N1CCOCC1,0,2,-2,-15,0.0,-1,3.9,0,-1
CCC(C)(C)NC(=O)C(c1sccc1C)N(Cc1ccco1)C(=O)c1csnn1 (stereo not given),9,14,10,-1,-0.1,0,3.4,1,-3
CC(=O)NC(Cc1cccc(F)c1)C(=O)NC1CCN(C(=O)Nc2ccccc2)CC1 (stereo not given),4,6,4,8,-0.1,0,-0.4,0,6
CN(C)CC(=O)Nc1ccc(Oc2ccc(Cl)cc2)cc1,4,0,-2,11,0.1,-1,3.9,0,-2
O=C(NC1CC1)C1=C[C@@H](c2ccc(Br)cc2)C[C@@H](OCc2ccc(CO)cc2)O1,2,-6,7,3,0.0,-2,-1.5,2,1
COc1ccccc1NC(=O)NCC(=O)Nc1ccc(F)c(F)c1,4,-5,3,4,-0.1,-4,-1.3,0,4
O=C1NC2=C(C(=O)OC2)C(c2ccc(OC(F)(F)F)cc2)N1 (stereo not given),7,1,3,1,-0.1,0,0.3,0,-5
Cc1nc(S/C(=C/c2ccc(-c3ccc(Cl)cc3)o2)C(=O)O)n[nH]1,10,0,8,0,0.1,10,0.8,1,19
Cc1ccccc1-n1c(SCC(=O)NCC2CCCO2)nnc1-c1ccncc1 (stereo not given),/,-3,/,13,-0.1,/,/,1,/
CCOC(=O)c1nnc(-c2ccc(C)cc2)nc1Sc1ccc(Cl)cc1,2,-7,8,4,0.1,-1,-0.6,2,1
COCCNC(=O)C1CCC(=O)N(c2ccc(OC)cc2)C1c1ccc(OC)c(OC)c1 (stereo not given),2,3,-4,-7,0.0,-4,-0.7,3,-10
CCCNC(=O)C(Cc1ccccc1)NC(=O)c1ccccc1 (stereo not given),2,-1,3,-18,-0.3,/,/,0,-2
Cc1cc(=O)[nH]c(N/N=C/c2c(C)nn(-c3ccccc3)c2Cl)n1,-9,-1,-7,1,-0.3,-1,-0.1,4,9
O=C(CN(c1ccccc1)S(=O)(=O)c1ccccc1[N+](=O)[O-])Nc1cccnc1,7,1,5,-6,0.0,0,1.3,3,0
Cc1ccc(CNC(=O)c2ccccc2-n2cnnn2)cc1,4,6,-4,4,0.0,2,0.8,0,0
CCCn1c(=O)c(C(=O)NNC(=O)c2ccc(Cl)cc2Cl)c(O)c2ccccc21,2,-9,5,4,0.3,0,-3.7,1,4
C=CCNC(=O)/C(=C/c1ccccc1OCC)NC(=O)c1ccccc1,2,10,3,-8,-5.8,-3,-0.7,0,9
COc1c(Cl)ccc(Cl)c1C(=O)NC(=O)N1CCOCC1,6,5,4,10,0.0,1,1.2,4,7
COc1ccc(/C=C/C2=CC(C)(C)NC(=S)N2)cc1OC,-2,-1,3,6,0.5,-1,-0.9,0,3
CC1(C)CC(NC(=O)C(=O)NCCc2ccccc2)CC(C)(C)N1,-4,6,-2,-7,0.0,-5,-0.2,0,-4
CCOC(=O)N1N=C(C)CC1(O)c1ccc(Cl)cc1 (stereo not given),2,6,-2,14,-0.1,1,0.0,3,0
O=C(Nc1cccnc1)c1cc(-c2cccs2)on1,6,1,2,-12,-0.1,0,-2.4,0,1
CC1Cc2ccccc2N1C(=O)CN(C)S(=O)(=O)c1cccc2cccnc12 (stereo not given),-7,-9,-5,17,0.3,-3,-2.2,4,-1

# Next part:
SMILES,Bcl-xL primary,GLD-1 TGE inh,MCL1 BIM primary,VLA-4 inh,Efflux pump mplx,Fam108B inh,MEX-5 binding,GRK2 inh,PME-1 inh
CC(NC(=O)CSc1nc2ccccc2n1C)c1ccccc1 (stereo not given),0,4,3,12,0.3,-1,1.0,0,6
Cc1nc([N+](=O)[O-])cn1CC(=O)c1ccccc1,2,8,0,16,0.1,-3,2.1,0,-3
CN1CCN(C(=O)C2=C[C@H](C3CC3)C[C@H](OCc3ccc(CO)cc3)O2)CC1,4,4,-1,34,0.0,-2,-1.1,1,2
O=C(NC(=S)Nc1ccc(Br)c(Cl)c1)C1CC1,/,/,/,9,-0.1,/,-0.5,0,/
COc1ccc(/C(O)=C2/C(=O)C(=O)N(CCN(C)C)C2c2cccnc2)cc1C (stereo not given),3,-15,6,4,0.3,-4,1.9,1,3
Cc1ccc(N(CC(=O)Nc2cc(Cl)ccc2Oc2ccccc2)S(C)(=O)=O)cc1C,3,7,0,18,-0.3,-1,2.7,0,-15
COc1ccc(S(=O)(=O)NCCSCc2ccco2)cc1OC,5,5,6,-4,0.2,-5,1.3,0,-1
COc1ccc(C(=O)[C@@H]2CC[C@](C)(C(=O)O)C2(C)C)cc1,6,5,5,12,0.0,-1,-0.5,0,4
CCOc1ccc(N(C(C)C(=O)N/N=C(\C)C(C)(C)C)S(C)(=O)=O)cc1 (stereo not given),1,5,7,-6,-0.3,-5,-0.8,0,2
COc1ccc(/C=N\NC(=O)C2COc3ccccc3O2)cc1O (stereo not given),1,-2,7,23,-0.1,3,-0.9,0,2
Nc1c(C(=O)NCc2ccc3c(c2)OCO3)c2nc3ccccc3nc2n1CCCN1CCOCC1,11,10,1,18,0.0,6,0.3,1,6
COC(=O)CSc1nc(C)cc(C(F)(F)F)c1C#N,3,-6,-5,-7,0.0,3,4.2,0,2
COc1cc(OC)cc(OCC(O)Cn2ccnc2C)c1 (stereo not given),6,2,10,8,-0.1,3,0.3,0,-6
CC(=O)c1c(O)cc(=O)oc1-c1ccc(C)cc1,4,2,7,4,0.0,-2,3.7,0,0
CSCCC(NC(=O)COc1ccccc1)C(=O)N1CCN(c2ccccc2O)CC1 (stereo not given),3,7,-4,-15,-0.1,0,-2.9,1,-1
CSc1ccc(C(=O)C2CCCN(C(=O)c3cccnc3SC)C2)cc1 (stereo not given),3,0,-3,2,0.0,-2,0.4,6,3
FC(F)(F)c1cccc(Cc2noc(CN(Cc3ccccn3)CC3CCCO3)n2)c1 (stereo not given),6,-4,11,-2,0.0,1,1.3,1,2
COc1cc(C(=O)N(CCN(C)C)CC2CCCN(Cc3ccccc3F)C2)ccc1C (stereo not given),0,3,-3,8,0.3,-2,-3.3,0,6
Cc1cc(OC(=O)c2cccc(F)c2)c([N+](=O)[O-])c(=O)[nH]1,4,7,-1,3,-0.4,-2,1.0,2,-4
COc1cccc(NC(=O)CS(=O)(=O)c2cn(CC(=O)N3CCOCC3)c3ccccc23)c1,6,11,0,5,0.0,3,-1.8,1,0
CCOc1ccc2oc(C(=O)OCC(=O)N3C(C)CCCC3C)c(C)c2c1 (stereo not given),-2,-2,2,12,0.3,/,/,0,-15
COc1ccc(-n2c(C)cc(/C=C3\C(=N)N4N=C(CC(=O)N5CCOCC5)SC4=NC3=O)c2C)c(OC)c1,0,-10,-1,1,0.3,-5,-1.5,1,0
COCc1nnc(NC(=O)C2CCN(C(=O)c3ccco3)CC2)s1,5,-8,-4,0,0.3,0,1.4,0,-1
CC(=O)N1CCCC(C(=O)c2ccc(Oc3ccccc3)cc2)C1 (stereo not given),2,-3,6,-2,0.4,1,1.7,2,3
CCOc1ccc(N=C2NC(=O)CS2)cc1,0,6,-4,12,0.0,-1,4.0,1,-3

# Later entries
SMILES,Bcl-xL primary,GLD-1 TGE inh,MCL1 BIM primary,VLA-4 inh,Efflux pump mplx,Fam108B inh,MEX-5 binding,GRK2 inh,PME-1 inh
COCCn1c(SCC(=O)Nc2ccc(OC)cc2)nnc1-c1ccoc1C,3,-5,1,2,-0.1,-2,1.1,1,-3
COc1ccc(CCN2C(=S)N(c3ccc(Cl)cc3)C(=O)C2CC(N)=O)cc1OC (stereo not given),0,3,-9,3,0.0,0,-0.9,0,0
CCOc1ccc(N2CC(C(=O)Nc3nnc(C4CCCCC4)s3)CC2=O)cc1 (stereo not given),7,2,5,2,0.4,-1,-0.1,1,0
O=C(Cc1cccc(C(F)(F)F)c1)OCN1C(=O)c2ccccc2C1=O,5,10,-2,-1,1.3*,1,2.0,0,-1
N#C/C(=C\c1ccc(OC(=O)c2ccccn2)cc1)C(N)=O,11,13,13,10,-0.1,3,2.9,0,0
Cc1ccc(-c2nn(-c3ccccc3)cc2C(=O)NCC(c2cccs2)N2CCOCC2)cc1 (stereo not given),4,4,6,-6,0.0,1,-1.3,0,2
O=C(N/N=C/c1ccc(Cl)s1)C(O)c1ccccc1 (stereo not given),-5,-5,-2,12,0.5,-4,0.4,0,-5
Cn1c(=NC(=O)c2cnccn2)sc2ccccc21,4,-7,0,-8,-0.1,0,-3.8,0,-8
CCOC(=O)N1CCN(C(=O)CCn2c(=S)[nH]c3cc(OCC)c(OCC)cc3c2=O)CC1,-1,1,-4,-2,-0.2,-4,-3.1,1,0
NC(=O)CCC(NS(=O)(=O)c1ccc(Cl)cc1)C(=O)NCc1ccccc1Cl (stereo not given),7,3,4,14,0.1,3,-0.7,0,3
O=C(OCc1c(Cl)nc2sccn12)c1cc2c(s1)CCCC2,7,7,3,-1,0.0,2,0.0,0,-3
O=C(CSc1nnc2ccccn12)NCc1ccc2c(c1)OCO2,2,0,-3,8,-0.1,1,0.8,0,0
CCC(C)NC(=O)CN1C(=O)NC2NC(=O)NC21 (stereo not given),-1,-4,-3,-4,0.0,-1,4.1,0,-6
O=C(Cc1cccc(C(F)(F)F)c1)Nc1ccccc1,-4,-3,-7,7,0.5,1,-0.7,2,5
CC1(C)CC(=O)C(C=NCC(O)c2ccccc2)=C(O)C1 (stereo not given),5,-3,9,3,-0.1,4,-0.9,2,0
CCOC(=O)C(=O)N1CCN(c2cc3c(cc2[N+](=O)[O-])n(C)c(=O)n3C)CC1,2,0,2,4,-0.1,-1,-2.0,0,0
CCCC(O)(c1ccccc1)C(CN1CCOCC1)c1ccccc1 (stereo not given),6,2,-2,8,-0.1,3,1.1,0,2
c1ccc(OCCOCCN2CCOCC2)cc1,3,4,0,9,0.1,3,-2.8,0,4
O=C(CSc1nnnn1-c1cccc2ccccc12)Nc1ccc(C(=O)O)cc1,9,4,5,13,-0.1,-1,0.2,3,3
COc1cc(-c2nnc(CSc3nnc(Nc4ccc(Oc5ccccc5)cc4)s3)o2)cc(OC)c1OC,7,1,-6,5,-0.4,-3,-3.1,4,10
Cc1c(N=Cc2cccs2)c(=O)n(-c2ccccc2)n1C,2,4,10,8,-0.1,0,0.9,0,1
CC(=O)Nc1cccc(NC(=O)CSc2nc(C3CC3)nc3ccccc23)c1,-2,1,1,3,-0.1,0,0.1,0,7
COc1cccc(C(=O)Nc2cc(=O)n(C)c(=O)n2C)c1OC,0,4,1,31,0.0,2,-1.7,0,3

# Only PME-1 inh, MEX-5 binding and GRK2 inh, for two of the compounds above:
mol	PME-1 inh	MEX-5 binding	GRK2 inh
CCC(C)NC(=O)CN1C(=O)NC2NC(=O)NC21 (stereo not given)	-6	4.1	0
O=C(Cc1cccc(C(F)(F)F)c1)Nc1ccccc1	5	-0.7	2
